Compound activity: PubChem, several laboratories
p-CIP stab down: compounds decreasing mouse p/CIP protein stability; Q05BA5; F442A p/CIP-EGFP cells, EGFP fluorescence, 16 h; decrease of EGFP signal, % at 10 µM; 290,000 compounds, 0.01% hits;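 active = EGFP signal decrease of at least 30% at 10 µM or well 3 SD below plate mean, unless failing retest; inactive = the rest, including hits failing retest or dose response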; note: some compounds called inactive have numbers as strong as hits; many of its hits are not listed in these tables
HCV NS3 hel inh: inhibitors of Hepatitis C virus NS3 helicase; NS3 helicase DNA unwinding, Cy5 molecular beacon fluorescence; inhibition, % at 10.9 µM; 290,000 compounds, 0.56% hits;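 active = inhibition above the mean of all tested compounds plus 3 SD, set per campaign, cut at about 35% in these data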;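 note: 0% = DMSO wells and 100% = thioflavine S control wells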
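System: NS3 helicase fragment of HCV / Schedule: 1 h at 25 °C / Control set: DMSO alone as 0% and 110 µM thioflavine S as 100% / Reagent: Cy5/quencher beacon DNA duplex and ATP to start / Technique: Cy5 fluorescence / Replication: singlicate / Evaluation: % inhibition of end-to-start signal ratio versus controls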
IDE cell activ: IDE (human) activation, cell-based. P14735. HEK cells, FAbeta-B cleavage, fluorescence polarization; 0% vehicle, 100% cell-free pure enzyme wells. activation, % at 5.96 µM. 340,000 compounds, 0.073% hits;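 active = activation above the mean of all tested compounds plus 3 SD, set per screening campaign, cut at about 17% in these data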
SUMO HTRF inh: inhibitors of human SUMOylation (UBC9); inhibition, % at 35 µM; 290,000 compounds, 0.36% hits; AID 2006; HTRF SUMOylation assay, SAE1/SAE2 + UBC9, in vitro; in the data active = inhibition above about 50%, passing the limit was not always enough; note: strong numbers were not always called active
Target sequence (P63279 whole entry, looked up): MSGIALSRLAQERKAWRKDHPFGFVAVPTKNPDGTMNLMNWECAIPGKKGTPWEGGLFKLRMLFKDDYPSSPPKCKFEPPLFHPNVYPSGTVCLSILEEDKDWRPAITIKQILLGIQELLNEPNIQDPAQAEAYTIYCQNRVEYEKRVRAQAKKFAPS
FID counter: fluorescent intercalator displacement, NS3 helicase counter-screen | 290,000 compounds, 0.17% hits | DNA fluorescent intercalator displacement, fluorescence | inhibition, % at 7.9 µM | AID 1845; in the data active = inhibition above about 37%;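 note: 0% = vehicle and 100% = reference compound; higher means more ethidium bromide displaced from hairpin DNA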
VIM-2 inh: inhibitors of Pseudomonas aeruginosa VIM-2 metallo-beta-lactamase; purified VIM-2, nitrocefin hydrolysis, epi-absorbance fluorescence; inhibition, % at 5.6 µM; 290,000 compounds, 0.89% hits;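 active = inhibition above the mean of all tested compounds plus 3 SD, cutoff set per screening run, cut at about 7.5% in these data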;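 note: red hydrolysis product quenches plate fluorescence so inhibitors raise well fluorescence; 0% = enzyme with DMSO and 100% = DMSO without enzyme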
IDE inh: cellular human IDE inhibition; P14735; HEK cells, FAbetaB cleavage, fluorescence polarization; inhibition, % at 5.59 µM; 320,000 compounds, 0.41% hits;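 active = percent inhibition above the average of all tested compounds plus 3 SD, set per screening campaign, cut at about 16% in these data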;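 note: IDE supplied by intact live HEK cells; FP after avidin binding of uncleaved biotin substrate so inhibition keeps polarization high; 0% = DMSO wells and 100% = 60 µM reference IDE inhibitor Ii1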
M18AAP inhibitor: blocks P. falciparum M18 aspartyl aminopeptidase | inhibition, % at 7.35 µM | recombinant PfM18AAP, H-Glu-NHMec fluorogenic cleavage | 290,000 compounds, 1.2% hits | AID 1822;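 active = inhibition above the campaign mean inhibition over all tested compounds plus 3 SD, cut at about 28% in these data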;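 note: 0% = plate median of test compound wells and 100% = 2 mM ZnCl2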
IMP-1 inh: blocks Pseudomonas aeruginosa IMP-1 metallo-beta-lactamase; inhibition, % at 5.6 µM; purified IMP-1, nitrocefin hydrolysis, epi-absorbance fluorescence; 290,000 compounds, 0.45% hits;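 active = inhibition above the mean plus 3 SD of all compounds in the same screening run, cut at about 4.5% in these data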;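 note: 0% = IMP-1 with DMSO and 100% = DMSO wells lacking enzyme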
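Assay system: purified recombinant IMP-1 beta-lactamase. Input: IMP-1 0.2 nM before substrate addition. Buffer or medium: Zinc- and detergent-supplemented HEPES buffer, pH 7.1. Schedule: 25 °C, 15 min preincubation, 25 min reaction. Signal: Epi-absorbance fluorescence, 480 nm excitation, 530 nm emission. Evaluation: percent inhibition from optical density relative to buffer-blank wells.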
Active calls of the source: *; x = no result given.

SMILES | p-CIP stab down | HCV NS3 hel inh | IDE cell activ | SUMO HTRF inh | FID counter | VIM-2 inh | IDE inh | M18AAP inhibitor | IMP-1 inh
COc1ccc(CCN2C(=O)C(Oc3ccccc3C)C2c2ccc3c(c2)OCO3)cc1OC (stereo unspecified) | -16 | -21 | 1 | -13 | -36 | -1.6 | -6 | -10 | -1.2
COc1ccc(-c2noc(-c3cccs3)n2)cc1OC | -8 | 6 | 2 | 0 | -11 | -1.1 | 0 | 5 | -1.5
COc1ccc(Nc2nc(-c3sc(C)nc3C)cs2)c(OC)c1 | -10 | -7 | -8 | -10 | -28 | -0.6 | 21* | 2 | -5.2
COc1ccc(N2CCC(CNC(=O)Nc3ccccc3)C2)cc1 (stereo unspecified) | -6 | 2 | -6 | 3 | 0 | -4.8 | 3 | 27 | -5.6
CCC1Oc2ccc(C)cc2N(CC(=O)NCCN2CCCCCC2)C1=O (stereo unspecified) | -16 | -36 | 3 | -11 | 7 | -0.9 | 2 | -9 | -2.5
COc1ccc(N2CCN(c3nc4ccccc4n3CC(=O)c3ccccc3)CC2)cc1 | -6 | -1 | 2 | -15 | -1 | -3.8 | 0 | -8 | -2.7
Cc1ccc(OCC(=O)NNC(=S)NC(=O)c2cccs2)c(C)c1 | 4 | 0 | 0 | 2 | -10 | -5.8 | x | 5 | -3.3
COC(=O)/C=c1/s/c(=C(/C#N)C(=O)N2CCCCC2)n(-c2ccccc2)c1=O | -7 | 14 | -4 | 3 | -6 | -0.3 | -2 | -1 | -1.5
CCC(=O)N1CCN(c2ccc(NC(=O)c3cccs3)cc2)CC1 | 0 | 1 | 7 | -22 | -5 | -2.3 | 2 | 1 | -0.9
CCN1C(=O)Cc2cc(S(=O)(=O)N3CCOCC3)ccc21 | -3 | -6 | -6 | 25 | -9 | 1.2 | 0 | 8 | -1.6
CC(=O)Nc1ccc(NC(=O)CSc2nnc(NC(=O)C3CC(=O)N(c4ccccc4)C3)s2)cc1 (stereo unspecified) | -12 | 9 | -2 | 10 | -17 | -2.7 | 7 | 2 | -5.0
O=C(CCN1C(=O)C2C3C=CC(C3)C2C1=O)Nc1nccs1 (stereo unspecified) | 4 | 8 | 0 | 4 | -1 | -1.0 | -9 | -19 | -2.3
Cn1c2c(c(=O)n(C)c1=O)C(c1ccc(Br)cc1)C(C#N)=C(N)N2 (stereo unspecified) | -11 | -5 | -1 | 6 | -8 | -0.6 | -1 | 3 | -4.0
COc1ccc(NC(=O)N(Cc2cc3ccc(OC)cc3[nH]c2=O)CC2CCCO2)cc1 (stereo unspecified) | -1 | 0 | 5 | 11 | -40 | -0.8 | 2 | 0 | -3.4
Cc1cccc(-c2cccc(NC(=O)C3CCCN(C(=O)c4ocnc4C)C3)c2)c1 (stereo unspecified) | -16 | -9 | -5 | -5 | -47 | -2.6 | 4 | 8 | -4.1
N#C/C(C(=O)Oc1ccccc1)=C1/Nc2ccccc2-c2ccccc21 | -19 | 1 | -2 | 20 | 0 | -3.0 | x | -9 | -3.3
CCOc1ccccc1NC(=O)C(Sc1ccccc1)c1ccccc1 (stereo unspecified) | 4 | -5 | -1 | -6 | -5 | 0.8 | 2 | -2 | -1.1
Cc1ccc(/C=C2/SC(=S)N(CCCC(=O)Nc3ccc(O)cc3)C2=O)cc1 | -6 | 2 | -11 | 23 | -7 | 1.5 | x | -11 | -0.4
Cc1ccc2cc(CNC(C)(C)C)c(=O)[nH]c2c1 | -2 | 15 | 2 | 16 | 10 | -2.6 | -2 | 5 | -4.7
O=C(NC(=S)NNS(=O)(=O)c1ccccc1)c1ccc([N+](=O)[O-])cc1 | -3 | -8 | 0 | 6 | 9 | -6.2 | 3 | 50* | -1.4
CN(C)/C=C(\C#N)C(=O)N/N=C/c1ccccc1 | -4 | -17 | 1 | 5 | 7 | 0.6 | 2 | 11 | -2.4
O=C(Nc1ccc(S(=O)(=O)Nc2ncccn2)cc1)c1ccc2ncsc2c1 | -10 | 14 | 3 | 24 | -8 | -4.4 | -1 | 23 | -3.4
O=C(Nc1ccc(N2CCN(C(=O)c3ccc(Cl)cc3)CC2)cc1)c1ccc2c(c1)OCCO2 | -14 | 7 | 8 | -14 | -10 | -5.2 | -3 | 2 | -6.5
CCOC(=O)c1cnn(-c2ccccc2)c1-c1ccncc1 | 10 | 5 | 1 | 17 | -11 | 0.6 | 0 | -13 | -0.1
CCc1ccc(NC(=O)CC2C(=O)N(c3ccc(C)cc3)C(=O)N2CCc2ccncc2)cc1 (stereo unspecified) | 6 | -26 | -4 | 22 | -12 | -4.4 | 7 | 5 | -1.7
Cc1ccccc1-n1c(C)nnc1SCC(=O)N(C)C1CCS(=O)(=O)C1 (stereo unspecified) | -27 | -12 | 2 | 18 | -3 | 1.8 | 5 | -1 | -1.7
O=C(CCc1ccc(O)cc1)c1c(O)cc(O)cc1O[C@@H]1O[C@H](CO)[C@@H](O)[C@H](O)[C@H]1O | -5 | -10 | 11 | 6 | 0 | -1.6 | -3 | 6 | -1.8
CCC(=O)c1ccccc1OCCSc1nc(C)cc(=O)[nH]1 | -9 | 1 | -1 | 62 | -6 | -1.4 | 1 | -1 | 1.2
Cc1cc(C)cc(OC(=O)N2CCOCC2)c1 | -2 | 1 | 6 | -5 | -1 | -1.9 | -4 | 3 | -2.6
Cc1ccc(C(=O)N2CCCC(N3CCN(c4ccccc4F)CC3)C2)s1 (stereo unspecified) | -8 | -4 | 0 | -6 | -22 | -1.7 | 12 | 7 | -4.3
CC(C)c1ccc(-n2cnn(-c3ncccc3[N+](=O)[O-])c2=O)cc1 | 18 | -2 | 1 | -7 | -2 | -0.3 | 1 | 2 | -3.4
O=C(Nc1cccc(S(=O)(=O)N2CCOCC2)c1)c1cc2ccccc2o1 | -4 | -1 | 4 | 15 | -22 | -3.1 | 7 | 4 | -3.0
O=C(O)c1cccc(S(=O)(=O)Nc2ccc(OCc3ccccc3)cc2)c1 | -8 | 10 | -1 | 17 | -10 | -0.3 | 7 | -4 | -1.7
Cn1c(=O)n(C)c2cc(NC(=O)c3cc4ccccc4o3)ccc21 | -11 | -3 | -2 | 19 | -19 | -1.9 | 6 | 0 | -4.6
C/C(=N\NC(=O)CCn1nnc2ccccc21)c1cccs1 | -8 | 9 | 10 | -12 | -8 | -2.0 | 0 | 5 | -3.7
Cn1c(CNc2ccc(Cl)cc2)nc2ccccc21 | 4 | 6 | 6 | -13 | -3 | -1.6 | 7 | -10 | -5.0
COc1ccc(NC(=O)c2c[nH]c(=O)n(-c3ccc(C)c(C)c3)c2=O)cc1OC | -1 | -3 | 0 | 1 | -9 | -2.5 | 2 | 2 | -1.9
O=C1/C(=C/c2cccnc2)CCc2c1[nH]c1ccccc21 | -7 | -4 | 2 | 7 | -18 | 1.3 | 2 | -4 | -1.1
O=C(Nc1ccccc1N1CCOCC1)c1ccccc1NS(=O)(=O)c1ccc(F)c(F)c1 | -16 | -4 | 5 | -2 | -22 | -2.1 | 3 | 3 | -3.6
COc1ccc(S(=O)(=O)N2Cc3ccccc3CC2C(=O)Nc2ccc(O)cc2)cc1OC (stereo unspecified) | -8 | -6 | 5 | 15 | -18 | -0.7 | -1 | -4 | -2.6
CC(=O)c1cccc(NC(=O)N(c2ccccc2)c2ccccc2)c1 | -1 | 6 | 4 | 10 | -27 | -1.6 | -1 | 3 | -3.1
CCCCCCCC(=O)OC(CN1CCCCC1)CN1CCCC1=O (stereo unspecified) | 0 | 0 | -2 | 8 | -4 | -3.2 | 2 | 6 | -5.0
Clc1ccc(Oc2ncnc3oc(-c4ccccc4)cc23)cc1 | -4 | -3 | 5 | 6 | -3 | -2.7 | 7 | 3 | -0.5
COc1cccc(Nc2ncnc3c2cnn3-c2cccc(C)c2)c1 | -9 | 1 | -3 | -3 | -5 | -3.7 | -1 | -6 | -1.8
Cc1cccc(N(CC(=O)NCc2ccc(F)cc2)C(=O)c2ccco2)c1 | -14 | 1 | -2 | -20 | -24 | -3.5 | 1 | 0 | -2.9

Two records drawn at random from those above:
SMILES | p-CIP stab down | HCV NS3 hel inh | IDE cell activ | SUMO HTRF inh | FID counter | VIM-2 inh | IDE inh | M18AAP inhibitor | IMP-1 inh
Cn1c(CNc2ccc(Cl)cc2)nc2ccccc21 | 4 | 6 | 6 | -13 | -3 | -1.6 | 7 | -10 | -5.0
O=C1/C(=C/c2cccnc2)CCc2c1[nH]c1ccccc21 | -7 | -4 | 2 | 7 | -18 | 1.3 | 2 | -4 | -1.1

Later entries.
SMILES | p-CIP stab down | HCV NS3 hel inh | IDE cell activ | SUMO HTRF inh | FID counter | VIM-2 inh | IDE inh | M18AAP inhibitor | IMP-1 inh
Cc1ccc(S(=O)(=O)N2CCN(c3ccc([N+](=O)[O-])c(NCCN4CCOCC4)c3)CC2)cc1 | -8 | -1 | 1 | 16 | 0 | -4.4 | 8 | -2 | -3.0
Cc1ccc(-c2nn3c(C)nnc3c3ccccc23)cc1S(=O)(=O)NCCN1CCOCC1 | -8 | 1 | -3 | 20 | 1 | 42* | 1 | 6 | -3.2
CCOc1ccc(OCCSc2nc3ccccc3c(=O)[nH]2)cc1 | -1 | 6 | 0 | 23 | 0 | -2.1 | -2 | 2 | -1.4
Cc1ccc(S(=O)(=O)Cn2nnnc2C(C(C)C)N2CCC(O)CC2)cc1 (stereo unspecified) | 4 | 5 | 6 | -2 | -24 | -2.4 | -1 | -3 | -2.7
CC(C)COc1ccc(/C=C2/Sc3ccccc3C2=O)cc1 | 6 | 1 | 1 | 28 | 0 | -2.2 | -7 | -4 | -2.3
O=C(Nc1cccnc1)c1ccc(Cl)c(S(=O)(=O)N2CCc3ccccc32)c1 | -3 | -2 | 2 | -1 | -7 | -1.7 | 0 | -13 | -0.6
Cc1noc(C)c1COc1ccc(C(=O)OCC(=O)Nc2ccc3ccccc3c2)cc1 | 0 | -7 | -6 | -9 | -3 | 0.0 | 13 | 1 | -2.5
N#CCCN(C(=O)COc1ccc(F)cc1Br)c1ccccc1F | -5 | -6 | 8 | 0 | -8 | -0.6 | 1 | -5 | -0.8
Cc1nnc(N/N=C/c2c(Cl)cccc2Cl)n1N | 2 | 4 | -3 | 9 | 4 | 0.7 | 3 | 51* | -0.3
C/C(=N\N(C)C)c1ccc(OCCOc2ccc([N+](=O)[O-])cc2)cc1 | -13 | -2 | -1 | 5 | -5 | -5.0 | -7 | 8 | -1.9
O=C(CCC(=O)NC1CC1)Nc1nnc(C2CCCCC2)s1 | -3 | -3 | 3 | -19 | -10 | -4.0 | 1 | -10 | -3.7
CC1(Cc2ccc3c(c2)OCO3)NC(=O)NC1=O (stereo unspecified) | 14 | -5 | 4 | -8 | 1 | -2.2 | 1 | 1 | -1.6
CN(C)CCNC(=O)NC(=O)c1ccc(Cl)cc1 | 0 | -3 | 4 | -7 | -8 | -5.8 | 8 | 1 | -0.9
CCN(c1cccc(C)c1)S(=O)(=O)c1c(C)[nH]c(=O)[nH]c1=O | -10 | 2 | 3 | 21 | -4 | -2.2 | 3 | 0 | -1.1
CC12CCC(=O)N1C(C(=O)Nc1nc3c(F)cc(F)cc3s1)CS2 (stereo unspecified) | -12 | 20 | -1 | -9 | -24 | -4.0 | 6 | 5 | 11*
